High-throughput results deposited in PubChem by Broad Institute.
Cneo AK release = Cryptococcus neoformans cell lysis inducers, primary screen, AK release luminescence, single concentration; C. neoformans lysis, adenylate kinase release luminescence, 4 h; normalised: neutral wells 0, clomiphene wells 100; lysis activity, % at 15 µM; actives 0.2% (n = 360,000); AID 651654, 2012;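 active = mean lysis activity across replicates of at least 80%, whatever share of replicates individually reach that level; inactive = mean lysis activity below 80%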
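Material: C. neoformans cells; Schedule: 4 h static compound exposure, 37 °C, read 1 h post-reagent; Measured by: adenylate kinase release luminescence; Read-out: signal increase indicating cell lysis; Controls: Clomiphene as positive lysis control.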
SIRT5 block = SIRT5 desuccinylase inhibitors, primary screen, biochemical, fluorescence imaging, single point, set 5. NAD-dependent protein deacylase sirtuin-5, mitochondrial (Homo sapiens), Q9NXA8. Purified SirT5, succinyl-peptide AMC, trypsin-coupled fluorescence. inhibition, % at 15 µM. actives 1.1% (n = 330,000). AID 652115, 2013; in the data active = inhibition above about 15%
LGR2 antag = inhibitors of bursicon-induced LGR2 CRE-luciferase signal, primary screen, cell-based, HEK293, CRE-luciferase reporter, bursicon stimulation; bursicon-stimulated, 4 h; inhibition, % at 9.99 µM; actives 0.35% (n = 380,000); AID 720647, 2013;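 active = drop in luminescence signal, shown as inhibition above about 50% in the replicate tests, limit read from the data, passing the limit was not always enough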;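 also: agonist challenge used bursicon conditioned medium at about half maximal strength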
PGC1a acetyl inh = inhibitors of PGC1a acetylation signal, primary screen, cell-based, U2OS, AlphaScreen, inhibitor mode. AlphaScreen anti-acetyl-lysine; with virally co-expressed GCN5 acetyltransferase. inhibition, % at 15.6 µM. actives 0.17% (n = 350,000);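 active = every replicate shows inhibition of at least 40%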;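 also: 0% = neutral control wells and 100% = positive control wells; some results beyond the cut were filed as inactive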
S100A4 inh HTS = inhibitors of S100A4-myosin IIA peptide binding, primary screen, biochemical, fluorescence polarization, TAMRA-MyoIIA peptide | Protein S100-A4 (Homo sapiens), P26447 | inhibition, % at 10.7 µM | actives 0.14% (n = 360,000) | AID 652163, 2013;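 active = mean inhibition of at least 70% across replicates, with every replicate also reaching that level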
Target sequence (P26447 whole entry, looked up): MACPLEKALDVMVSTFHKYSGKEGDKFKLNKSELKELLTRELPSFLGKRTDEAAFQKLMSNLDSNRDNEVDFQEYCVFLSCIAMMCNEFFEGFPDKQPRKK
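Material: S100A4 monomer (human). Medium: Calcium-containing HEPES buffer, pH 7.2. Probe or stimulus: labelled myosin peptide probe, 5 nM. Compound dosing: one concentration per compound. Timing: polarization read 5 min after assay mix addition, stable 5–60 min. Benchmarks: DMSO as neutral control, TFP as positive control.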
XiGFP reactiv = activators of inactive X chromosome reactivation, primary screen, imaging, XiGFP fibroblasts, GFP high-content imaging, set 2; XiGFP mouse fibroblasts, % GFP-positive cells imaging, 3 d; cells co-treated with 5-aza-dC sensitizer; scaled so ellipticine positive control = 100%; activation, % at 7.58 µM; actives 0.055% (n = 360,000); AID 743238, 2013;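 active = mean normalized replicate activation at least 10% and every replicate at or above 10%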;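 also: 0% = median of on-plate neutral control wells and 100% = ellipticine 6 µM median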
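Material: XiGFP fibroblasts, SV40-immortalized. Buffer or medium: DMEM plus 5-aza-dC sensitizer. Compound: single concentration per compound, delivered by pin transfer. Times: 3 days compound exposure. Controls: ellipticine 6 µM.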
ERAP1 HTS inh = human ERAP1 aminopeptidase inhibitors, primary screen, biochemical, single point, plate reader. recombinant ERAP1, Leu-AMC fluorescence, 60 min. inhibition, % at 10.7 µM. actives 0.15% (n = 340,000);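 active = mean replicate inhibition of at least 30%, or all replicates individually reaching that 30% level; inactive = mean below 30% and not every replicate reaching it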;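 also: 0% = neutral control wells and 100% = L-leucinethiol positive control wells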
Target sequence (Q9NZ08 whole entry, looked up): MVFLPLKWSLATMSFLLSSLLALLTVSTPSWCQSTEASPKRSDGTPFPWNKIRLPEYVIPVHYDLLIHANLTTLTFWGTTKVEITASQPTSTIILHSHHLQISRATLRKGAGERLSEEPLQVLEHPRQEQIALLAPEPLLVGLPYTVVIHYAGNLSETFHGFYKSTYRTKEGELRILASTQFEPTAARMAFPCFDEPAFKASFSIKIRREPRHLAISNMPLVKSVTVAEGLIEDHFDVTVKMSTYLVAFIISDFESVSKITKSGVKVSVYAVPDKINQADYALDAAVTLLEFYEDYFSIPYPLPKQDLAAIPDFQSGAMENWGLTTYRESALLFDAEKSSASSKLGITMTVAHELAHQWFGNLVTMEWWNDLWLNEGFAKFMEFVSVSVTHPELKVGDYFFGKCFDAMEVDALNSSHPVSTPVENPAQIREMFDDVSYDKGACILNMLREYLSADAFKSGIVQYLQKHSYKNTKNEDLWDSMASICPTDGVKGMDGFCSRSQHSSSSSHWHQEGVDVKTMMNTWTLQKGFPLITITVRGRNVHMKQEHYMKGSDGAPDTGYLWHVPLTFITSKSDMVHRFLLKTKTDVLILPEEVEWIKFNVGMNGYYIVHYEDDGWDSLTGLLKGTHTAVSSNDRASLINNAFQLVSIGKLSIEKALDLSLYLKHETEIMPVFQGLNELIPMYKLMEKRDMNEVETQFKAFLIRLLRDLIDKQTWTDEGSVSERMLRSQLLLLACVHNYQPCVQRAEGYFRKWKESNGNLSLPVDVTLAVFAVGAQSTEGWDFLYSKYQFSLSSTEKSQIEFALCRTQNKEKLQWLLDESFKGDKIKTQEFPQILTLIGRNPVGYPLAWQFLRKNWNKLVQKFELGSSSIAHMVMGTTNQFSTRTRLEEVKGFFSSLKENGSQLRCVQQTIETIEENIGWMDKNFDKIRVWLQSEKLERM
C2C12 statin = suppressors of statin myotoxicity in C2C12 myotubes, primary screen, cell-based, single point, plate reader; C2C12 myotubes + simvastatin, ATP luminescence, 48 h; scaled: DMSO 0, geranylgeraniol control 100; rescue of ATP level, % at 7.49 µM; actives 0.78% (n = 330,000); AID 602340, 2012;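 active = mean ATP rescue above about 67%, or every replicate alone reaching that limit, limit read from the data, passing the limit was not always enough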;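 also: myotubes were challenged with 10 µM simvastatin during compound exposure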
An asterisk follows results filed as active; x = no result given; & = joins results of further samples. Not all compounds are listed; rates above refer to the full screens.

SMILES	Cneo AK release	SIRT5 block	LGR2 antag	PGC1a acetyl inh	S100A4 inh HTS	XiGFP reactiv	ERAP1 HTS inh	C2C12 statin
COCC#Cc1ccc([C@@H]2[C@@H](CO)N3CCCCN(S(=O)(=O)c4ccccc4F)C[C@H]23)cc1	1	8	x	-9	-7	x	1	-17
CC(C)CN(C(=O)COC(=O)CNC(=O)c1ccccc1)c1c(N)n(Cc2ccccc2)c(=O)[nH]c1=O	1	-5	7	x	-2	0.0	7	12
CCc1nnc(NS(=O)(=O)c2ccc(N3C(=O)c4ccc(C(=O)O)cc4C3=O)cc2)s1	x	0	-8	2	-3	0.3	-5	x
Cc1cccc(S(=O)(=O)NC(=O)C2(C)CCN2C(=O)C/C=C/c2ccccc2)c1 (stereo not drawn)	-2	1	5	6	3	0.0	9	5
Cc1ccc(S(=O)(=O)N2CCC(C(=O)OCC(=O)N3CCCC3=O)CC2)cc1C	6	5	8	x	-3	0.0	1	x
COc1cc(OC)c2c(c1)C(=O)c1cc(OC)cc(OC)c1C2=O	-16	x	-1	1	x	x	x	13
C[C@H]1CN([C@@H](C)CO)C(=O)CCCn2nncc2CO[C@H]1CN(C)CC1CCCC1	53	2	2	2	8	0.0	-2	7
COc1ccc(N(CC(=O)NCCSCc2cccc(Cl)c2)S(C)(=O)=O)cc1Cl	0	-2	-3	-21	3	0.3	0	22
Cc1ccc(S(=O)(=O)Nc2ccc3ccccc3c2[N+](=O)[O-])cc1	1	2	3	-4	1	0.0	2	10
CCN(CC)S(=O)(=O)c1cc(NC(=S)NC(=O)C2CCCC2)ccc1C	0	-2	-8	-13	-7	0.0	1	-54
C[C@H]1CCCCO[C@H](CN(C)Cc2ccc(C(=O)O)cc2)[C@@H](C)CN([C@@H](C)CO)C(=O)c2cc(NC(=O)c3ccncc3)ccc2O1	-3	1	-9	-5	-3	0.0	2	x
O=C(NC(=S)NN1CCOCC1)c1cc(Br)ccc1Cl	1	0	10	4	-14	0.1	0	2

Eleven entries from above, as comma-separated lines:
SMILES,Cneo AK release,SIRT5 block,LGR2 antag,PGC1a acetyl inh,S100A4 inh HTS,XiGFP reactiv,ERAP1 HTS inh,C2C12 statin
COCC#Cc1ccc([C@@H]2[C@@H](CO)N3CCCCN(S(=O)(=O)c4ccccc4F)C[C@H]23)cc1,1,8,x,-9,-7,x,1,-17
CC(C)CN(C(=O)COC(=O)CNC(=O)c1ccccc1)c1c(N)n(Cc2ccccc2)c(=O)[nH]c1=O,1,-5,7,x,-2,0.0,7,12
CCc1nnc(NS(=O)(=O)c2ccc(N3C(=O)c4ccc(C(=O)O)cc4C3=O)cc2)s1,x,0,-8,2,-3,0.3,-5,x
Cc1cccc(S(=O)(=O)NC(=O)C2(C)CCN2C(=O)C/C=C/c2ccccc2)c1 (stereo not drawn),-2,1,5,6,3,0.0,9,5
Cc1ccc(S(=O)(=O)N2CCC(C(=O)OCC(=O)N3CCCC3=O)CC2)cc1C,6,5,8,x,-3,0.0,1,x
COc1cc(OC)c2c(c1)C(=O)c1cc(OC)cc(OC)c1C2=O,-16,x,-1,1,x,x,x,13
C[C@H]1CN([C@@H](C)CO)C(=O)CCCn2nncc2CO[C@H]1CN(C)CC1CCCC1,53,2,2,2,8,0.0,-2,7
COc1ccc(N(CC(=O)NCCSCc2cccc(Cl)c2)S(C)(=O)=O)cc1Cl,0,-2,-3,-21,3,0.3,0,22
Cc1ccc(S(=O)(=O)Nc2ccc3ccccc3c2[N+](=O)[O-])cc1,1,2,3,-4,1,0.0,2,10
CCN(CC)S(=O)(=O)c1cc(NC(=S)NC(=O)C2CCCC2)ccc1C,0,-2,-8,-13,-7,0.0,1,-54
C[C@H]1CCCCO[C@H](CN(C)Cc2ccc(C(=O)O)cc2)[C@@H](C)CN([C@@H](C)CO)C(=O)c2cc(NC(=O)c3ccncc3)ccc2O1,-3,1,-9,-5,-3,0.0,2,x

Additional entries:
SMILES	Cneo AK release	SIRT5 block	LGR2 antag	PGC1a acetyl inh	S100A4 inh HTS	XiGFP reactiv	ERAP1 HTS inh	C2C12 statin
Cc1ccc(C)c(NC(=S)N2CCCCC2CO)c1 (stereo not drawn)	x	4	x	x	2	0.0	1	x
O=C(C[C@H]1C/C=C\C[C@H](NC(=O)OCC2c3ccccc3-c3ccccc32)C(=O)O[C@@H](c2ccccc2)CNC1=O)NCCO	-1	-2	9	-9	-3	0.8	-1	-12
CN(C)S(=O)(=O)c1ccc(Cl)c(NC(=O)COC(=O)CN2C(=O)C3CCCCC3C2=O)c1 (stereo not drawn)	x	3	3	x	-1	0.1	1	x
CCCOC(=O)c1[nH]c2c(c1C)C(=O)CC(c1ccc(OC)c(OC)c1)C2 (stereo not drawn)	x	-1	5	x	2	-0.1	0	x
COc1ccc(CNC(=O)c2ccc(NS(=O)(=O)c3ccc4[nH]c(=O)[nH]c4c3)cc2)cc1OC	1	0	-8	2	5	0.1	0	-23
CN(Cc1ccc(Cl)cc1)C(=O)c1ccc2ccccc2n1	1	1	18	x	2	0.0	0	12
O=C(NC(=S)Nc1ccc2cn[nH]c2c1)c1ccccc1	x	-5	-47	-12	-2	-0.1	1	x
COc1ccc(S(=O)Cc2ccc(C(=O)NCc3cccc(OC)c3)o2)cc1 (stereo not drawn)	1	2	20	11	-3	0.2	1	24
COc1ccc(/C=N\NC(=O)c2ccccc2F)cc1COc1ccc(F)cc1	3	-1	-11	-7	1	-0.2	-1	-36
CC(=O)N1[C@H](CN(C)S(=O)(=O)c2ccccc2)[C@H](c2ccccc2)[C@@H]1CO	-6	-2	-3	6	0	0.1	2	4
C/C=C/c1ccc([C@H]2[C@H](CO)N(C(C)=O)[C@H]2CN(C)S(C)(=O)=O)cc1	-1	x	4	-4	x	0.0	x	15
O=C(C1COc2ccccc2O1)N1CCN(c2ccc([N+](=O)[O-])cc2)CC1 (stereo not drawn)	0	-1	-28	x	-4	-0.1	1	-3
CCCc1ccc(C(O)c2ncc(-c3cccc(F)c3)[nH]2)cc1 (stereo not drawn)	13	0	-53	43*	0	0.0	0	-13
CC1(NC(=O)Nc2cc([N+](=O)[O-])ccc2O)CCS(=O)(=O)C1 (stereo not drawn)	0	1	11	2	0	0.4	0	1
COc1ccc(C(=O)Nc2ccc(Cl)cc2F)cc1S(=O)(=O)N1CCCC1	-1	-1	6	-4	7	0.4	1	-11
O=C(C1CC(=O)N(c2ccc3c(c2)OCCO3)C1)N1CCN(c2ccccc2)CC1 (stereo not drawn)	0	0	9	7	3	0.0	4	3
O=C(CCN1CCN(c2ccccc2)CC1)N/N=C/c1ccc([N+](=O)[O-])o1	-2	0	-1	-4	-2	0.3	0	22
Cc1ccc(S(=O)(=O)Nc2c(C)n(C)n(-c3ccccc3)c2=O)cc1	3&0	-1	18&-4	-9&5	-1	0.0	3	7&29
O=C(COC(=O)C12CC3CC(CC(Cl)(C3)C1)C2)Nc1ccccc1	-3	-3	2	4	4	0.1	0	10
CC(CNC(=O)Cn1ccc2cc(S(=O)(=O)N3CCCC3)ccc21)c1ccccc1 (stereo not drawn)	12	-4	-10	-5	-3	0.2	2	-12
Cc1noc(C)c1NC(=O)Nc1ccc2c(c1)C(=O)N([C@H](C)CO)C[C@H](C)[C@@H](CN(C)Cc1ccc(-c3ccccc3)cc1)O2	1	8	2	2	-1	0.3	-3	-18
CC(C)Oc1ccc(C(=O)Nc2ccc(N3CCCCC3)cc2)cc1	x	-3	-2	x	-10	-0.1	-3	x
Clc1ccc(C=NN2CCCCCC2)c(Cl)c1	x	-3	x	-2	-5	-0.2	-1	-3
O=C(COC(=O)c1ccc(Cl)c(S(=O)(=O)N2CCCC2)c1)NC1CCCCC1	-2	-2	-16	0	-8	0.0	-2	0
O=C(C[C@H]1C[C@H]2c3cc(NC(=O)NC4CCCC4)ccc3O[C@H]2[C@H](CO)O1)NC1CCCC1	-2	-5	1	-2	9	0.1	1	-2
c1ccc2occc2c1	-2	-3	-5	5	0	x	1	0
Cn1nccc1C(=O)NC1CCCc2c1cnn2-c1ccccc1F (stereo not drawn)	-1	1	23	x	4	0.0	-3	-1
CCNc1nc(NC(C)C)nc(NC(C)(C)C)n1	x	-3	-4	x	-2	-0.2	-2	x
O=c1[nH]c(CNCc2cccnc2)nc2ccccc12	x	-1	-5	-5	-2	0.1	0	x
Cc1noc(C(=O)Nc2cccc(Cl)c2)c1Cl	1	-3	-40	-5	2	0.0	-5	-4
COc1ccccc1CNc1nc(NCc2ccc(NC(C)=O)cc2)c2sccc2n1	0	-3	7	x	3	0.0	0	-19
O=C(C1CCC1)N1C[C@@H]2N[C@H](C1)C2c1ccc(-c2ccccc2F)cc1 (stereo partly drawn)	x	0&-1	3	7&1	-1&-1	0.2&0.1	-3&-13	x
CCC(O)C1CCN(C(=O)c2ccc(OC3CCN(Cc4ccccn4)CC3)cc2)CC1 (stereo not drawn)	1	-1	-1	8	-1	0.2	-2	-2
C[C@H](O)[C@@H]1C(=O)N2CCc3ccc(-c4ccccc4)cc3[C@@H]2C[C@@H]1N(C)C(=O)c1ccc(C#N)cc1	2	-2	0	3	-1	0.1	-3	11
CC=Cc1ccc2n(c1=O)C[C@@H]1[C@@H](CO)[C@H](C(=O)NCCc3cn(C)cn3)N(C(=O)C3CC3)[C@H]21 (mixture of isomers)	-8	6	-2	x	1	0.3	1	-7
O=C(C[C@@H]1CC[C@@H]2[C@H](COC[C@H](O)CN2Cc2cc(F)ccc2F)O1)NCc1ccc(Cl)cc1	50	x	6	6	x	0.1	x	-2
COCCCN(Cc1cc(OC)c(OC)c(OC)c1)C(=S)Nc1cccc(Cl)c1	3	-5	22	x	-7	0.0	3	x
O=C(Cc1ccccn1)NCC[C@H]1CC[C@@H](NC(=O)c2ccccc2F)[C@@H](CO)O1	27	1	7	1	4	-0.5	10	2
COc1cc(-c2c(-c3ccc4c(c3)OCO4)noc2C)ccc1F	0	-6	-32	-8	14	0.0	-1	-6
CCNC(=O)C[C@@H]1CC[C@H]2[C@H](COc3ccc(NC(=O)Nc4cccc(Cl)c4)cc3C(=O)N2C)O1	-2	2	-5	-1	1	0.2	0	-96
CC(NC(=S)NC(=O)c1cccs1)c1ccccc1 (stereo not drawn)	x	x	-26	-8	0	-0.1	-2	-8
Cc1ccc2sc(NC(=O)CN3C(=O)c4ccccc4C3=O)nc2c1C	0	2	-8	8	-1	0.0	-3	-1
